# tuberculosis growth = growth inhibition of non-replicating M. tuberculosis (AID 488890); Mycobacterium tuberculosis non-replicating, growth inhibition; higher % means a stronger effect; one-dose inhibition, % at 25 µM; IC50 in µM for titrated hits; actives 0.39% (n = 320,000); in the data active = a potency from the dose series; inconclusive = inhibition mostly from about 82% at the one dose, without a potency; inactive = the rest, 99 in 100 with inhibition below about 76%;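 also: plate controls were DMSO cells for no effect and high antibiotic wells for full effect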
# H37Rv inhibition = M. tuberculosis growth inhibition, HTS (AID 449762); M. tuberculosis H37Rv growth inhibition, 7H9 media; higher % means a stronger effect; actives 0.59% (n = 330,000); inhibition, % at 25 µM; hits with a dose series show IC50 in µM; in the data active = a potency from the dose series; inconclusive = inhibition above about 70% without an active follow-up result;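 also: bacterial growth assessed after seven days of incubation; strong numbers were not always called active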
# inhibitors of VEEV = inhibitors of VEEV TC-83 cytopathic effect, confirmation, Vero cells (AID 588727) | Vero cells, VEEV TC-83 cytopathic effect inhibition; higher % means a stronger effect | inhibition, % at 20 µM, or IC50 in µM where a hit was titrated | actives 0.13% (n = 350,000); in the data active = a potency from the dose series; inconclusive = inhibition mostly from about 14% at the one dose, without a potency; inactive = the rest, 99 in 100 with inhibition below about 12%; also: strong numbers were not always called active
# Salmonella PhoP GFP = PhoP regulon inhibitors, Salmonella typhi PhoP promoter GFP reporter, confirmatory (AID 1850). Salmonella Typhi PhoP-promoter GFP reporter, fluorescence, 4 h; higher % means a stronger effect. inhibition, % at 50 µM, or IC50 in µM where a hit was titrated. actives 0.33% (n = 310,000); in the data active = a potency from the dose series; inconclusive = inhibition mostly from about 25% at the one dose, without a potency; inactive = the rest, 99 in 100 with inhibition below about 19%;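 also: 0% = induced wells with vehicle and 100% = uninduced wells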
# H1N1 NS1A inhibition = NS1A inhibition, H1N1 influenza, cell based functional assay (AID 504329) | NS1A functional cell-based assay, percent inhibition; higher % means a stronger effect | inhibition, % at 12.5 µM; hits with a dose series show IC50 in µM | actives 0.3% (n = 340,000); in the data active = a potency from the dose series; inconclusive = inhibition above about 27% without an active follow-up result; also: strong numbers were not always called active
# Active calls of the source: *; i = inactive; u = inconclusive; x = no result given.
SMILES,tuberculosis growth,H37Rv inhibition,inhibitors of VEEV,Salmonella PhoP GFP,H1N1 NS1A inhibition
O=C(C[C@H]1C/C=C\C[C@H](Cc2ccc(F)cc2)C(=O)O[C@@H](c2ccccc2)CNC1=O)N[C@@H](CO)Cc1ccccc1,8%,5%,0.8%,x,9%
O=C(C1CCCO1)N1CCN(S(=O)(=O)c2ccccc2)CC1 (stereo not given),8%,-1%,0.2%,2%,1%
O=C(c1ccccc1)C(O)(CN1CCCCC1)c1ccccc1 (stereo not given),x,x,3.0%,x,3%
CCn1c(N2CCN(S(=O)(=O)c3ccccc3)CC2)nc2ccccc21,9%,4%,2.1%,-1%,-33%
CSc1cccc(NC(=O)CN(C2CCCCC2)S(C)(=O)=O)c1,13%,-4%,1.6%,-1%,-1%
COc1cc(OC)cc(C(=O)NC(=S)NNC(=O)Cc2cccs2)c1,u,0%,3.0%,0%,-16%
Cc1ccc(S(=O)(=O)N2CCOCC2)cc1NC(=O)c1cc([N+](=O)[O-])ccc1N1CCOCC1,12%,-7%,10%,-3%,-7%
CCCc1n[nH]c(=O)c2c1nnn2Cc1ccccc1F,13%,-3%,0.5%,2%,-7%
Cc1ccccc1C1C(C#N)=C2N=C(N)c3c(sc4c3CCCCC4)N2C2=C1C(=O)CC(C)(C)C2 (stereo not given),40%,>100µM*,6.5%,-19%,11%
O=C(CCCN1C(=O)c2cccnc2Oc2ccc(Cl)cc21)N1CCCCC1,9%,3%,5.1%,-6%,0%
Cc1cccc(NC(=O)CCCN2C(=O)C3CC=CCC3C2=O)c1 (stereo not given),1%,6%,i,-6%,7%
COc1ccc(C)cc1S(=O)(=O)Nc1cccc(Cl)c1Cl,10%,-6%,3.3%,7%,-5%
Cc1ccc(C(=O)C2=C(O)C(=O)N(c3ncccn3)C2c2ccc(Cl)cc2)o1 (stereo not given),53%,-6%,0.9%,-2%,0%
CCCCNc1cc(F)nc(N)n1,10%,-5%,i,4%,2%
COP(=S)(OC)c1c(C)nn(CCC#N)c1NC(=O)c1ccc(Cl)cc1,5%,11%,i,2%,4%
O=c1[nH]n(-c2ccc(F)cc2)c2ncccc12,2%,-3%,1.1%,1%,-2%
COc1ccc(Cl)cc1NS(=O)(=O)c1cccc(C(=O)NCC(C)(C)N2CCOCC2)c1,13%,0%,i,x,-3%
COc1ccc(C(=O)O)cc1F,-12%,7%,0.2%,2%,3%
CCN(CC)c1ccc(NC(=O)OC)cc1,7%,62%,0.5%,4%,9%
OCc1nc2ccccc2n1Cc1ccc(Cl)cc1,-6%,2%,i,-6%,-7%
C[C@H]1CN=C(Nc2ccccc2)N1CC1CCCCCC1,38%,-4%,i,4%,0%
COc1ccccc1CNC(=O)COC(=O)c1ccc(N2CCCC2=O)cc1,17%,-3%,i,x,-1%
O=C(c1ccccc1)c1ccc2nc(Nc3ccccc3)c3nncn3c2c1,-17%,-10%,6.4%,13%,-7%
CCOc1c2ccc(C(=O)NCCc3ccc(C)cc3)cc2nn1CC,11%,6%,0.8%,-2%,-2%
Cc1ccc(C(=O)NCC(=O)NCC(c2cccs2)N2CCOCC2)cc1C (stereo not given),9%,0%,1.8%,-1%,17%
COC(=O)c1ccc(CN2C(=O)NC3(CCC(C)CC3)C2=O)o1 (stereo not given),17%,7%,0.8%,12%,-4%
Cc1nnc(NCCc2ccccc2)[nH]c1=O,-6%,-11%,i,-8%,-1%
Cc1cccc[n+]1CC(=O)Nc1cccc([N+](=O)[O-])c1,15%,5%,i,0%,-11%
COc1ccc(CNC(=O)COC(=O)c2ccco2)cc1,-9%,-3%,i,0%,1%
COc1ccc(CN2CCNC(=O)C2CC(=O)NCC(C)(C)N2CCOCC2)cc1C (stereo not given),4%,-4%,2.8%,-12%,6%
COc1ccc(NC(C)=O)cc1NC(=O)CSc1nnc(-c2cccnc2)n1C,6%,-3%,2.6%,1%,-8%
COc1ccccc1CC1(C)NC(=O)N(CC(=O)Nc2cc(C)on2)C1=O (stereo not given),-22%,-12%,3.4%,-8%,4%
COc1ccc(CCNC(=O)Cn2c(=O)c3cccn3c3cccnc32)c(OC)c1OC,-3%,-6%,1.9%,0%,-5%
CCOc1ccc(Nc2nc(C)cc(C)c2C#N)cc1,5%,4%,i,3%,-6%
CC(NS(=O)(=O)OCC(Cl)(Cl)Cl)c1ccccc1 (stereo not given),39%,5%,0.5%,-7%,3%
Cc1cc(Sc2ncnc(N)c2[N+](=O)[O-])ncn1,u,u,u,-8%,-12%
Cc1ccccc1NC(=O)C(=O)N/N=C/c1cccc(Br)c1,0%,-1%,1.0%,-3%,-3%
Cc1cc2c(c(=O)n1CCc1ccccc1)C(c1ccco1)C(C#N)=C(N)O2 (stereo not given),-8%,-6%,1.3%,-2%,0%
Cn1c(=O)c2c(ncn2CCCl)n(C)c1=O,0%,-2%,1.5%,-2%,-4%
COc1ccc(C)cc1NC(=O)C1CC(=O)OC12CCCCC2 (stereo not given),15%,3%,0.4%,-3%,1%
Cn1nc(C(C)(C)C)cc1C(=O)NCc1cc(F)cc2c1OCOC2,13%,4%,i,2%,-13%
C=C(C)C1CC=C(C)/C(=N\NC(=O)CNc2ccccc2OC)C1 (stereo not given),32%,4%,2.7%,-13%,4%
Cc1ccc(CNC(=O)c2nc3nc(C)cc(C)n3n2)cc1,-11%,6%,0.7%,-6%,-1%
CCCN(CC#CC(O)(c1ccccc1)c1cccnc1)CCC (stereo not given),68%,2%,i,-14%,-7%
COc1ccc(C)cc1NC(=O)CCCN1C(=O)C2CC=CCC2C1=O (stereo not given),-9%,-7%,6.6%,6%,7%
O=C(Nc1nnc(-c2ccco2)o1)c1ccc(N2C(=O)CCC2=O)cc1,6%,0%,i,11%,9%
CN(C)CC1CCCCC1OC(=O)c1ccc(Cl)cc1 (stereo not given),-15%,2%,1.2%,-6%,-3%
COc1cc(CN2CC(=O)N(c3cc(Cl)ccc3C)C2=S)cc(OC)c1OC,11%,0%,3.9%,-8%,-16%
Cc1ccccc1/C=N/N1C(=O)CSC1=S,38%,8%,0.3%,-8%,-1%
O=C(OCc1nnc(-c2ccccc2)o1)c1cc(=O)[nH]c2ccccc12,9%,12%,1.7%,3%,-6%
CSc1nc(C(=O)N2CCCC(N3CCN(c4ccccc4C)CC3)C2)cs1 (stereo not given),27%,3%,7.6%,-8%,10%
Cc1ccccc1C(=O)Nc1nnc(-c2ccco2)s1,x,-1%,7.8%,-8%,-2%
Cc1nc2ccccc2n1C1CC(=O)N(N(C)C)C1=O (stereo not given),-15%,-5%,i,-1%,-11%
C=CC[C@H](CC(=O)NCCO)C(=O)N[C@@H](C)COC(=O)[C@@H](CC=C)CC(=O)OC(C)(C)C,-13%,-2%,0.1%,x,8%
CCOCCCNCC(=O)N1CCN(S(=O)(=O)c2ccc(C)cc2)CC1,6%,0%,i,-5%,3%
CCCc1cc(=O)[nH]c(SCC(=O)N(CC)C2CCS(=O)(=O)C2)n1 (stereo not given),1%,-7%,1.4%,-7%,9%
COc1ccc(/C=C/C(=O)Nc2ccccc2C(=O)NCC(c2ccc(OC)cc2)N(C)C)cc1 (stereo not given),75%,11%,5.8%,11%,17%
NS(=O)(=O)c1cccc(NC(=O)CNC(=O)CC23CC4CC(CC(C4)C2)C3)c1,7%,1%,0.5%,9%,-5%
CCn1c(O)c(/C=N/N=C2CCCCC2)c2cc(C3=NNC(=O)CC3)ccc21,-10%,12%,5.3%,-4%,3%
COCCn1c(SCC(=O)NC2CC2)nnc1-c1ccco1,0%,-3%,1.4%,-5%,-8%
# Later entries:
SMILES,tuberculosis growth,H37Rv inhibition,inhibitors of VEEV,Salmonella PhoP GFP,H1N1 NS1A inhibition
Cc1ccccc1NC(=O)Cc1nc(COC(=O)c2ccc(NC(N)=O)cc2)cs1,45%,-6%,10%,x,-15%
COc1ccc(CNC(=O)C/C(C)=N/NC(=O)COc2ccc(Br)cc2)cc1,11%,0%,2.9%,9%,-9%
CSc1ccccc1NC(=O)CN(C)CC(=O)NCc1ccccc1,-21%,0%,1.6%,-11%,-2%
COc1cc2c(cc1OC)C1CCN3C(=O)CCC3N1CC2 (stereo not given),x,x,6.8%,x,9%
Cc1ccc(C(=O)COC(=O)CCC(=O)NC2CCCCC2)cc1C,53%,-9%,0.7%,8%,8%
Cc1c(N=C2SC(CC(=O)Nc3ccccc3)C(=O)N2CCN2CCOCC2)c(=O)n(-c2ccccc2)n1C (stereo not given),-9%,-5%,i,-2%,4%
Cc1cc(-c2ccccc2)nc(Oc2cccc(C(F)(F)F)c2)c1S(C)(=O)=O,0%,7%,i,5%,-1%
COc1ccc(Cl)cc1NC(=O)CN1CCc2ccccc2C1,17%,-1%,1.2%,4%,-3%
O=C(Cc1cc(C(=O)O)c2ccccc2n1)Nc1ccccc1,20%,1%,2.7%,10%,-1%
Brc1ccc(Oc2ncc(CN3CCN(c4ccccc4)CC3)s2)cc1,x,-3%,1.8%,-12%,16%
COCc1cc(C)nc(Nc2ccc(C)cc2C)c1C#N,4%,-8%,i,22%,-4%
Nc1cc(=O)n(Cc2ccccc2)c(=O)n1-c1ccc(F)cc1,-1%,-12%,0.5%,-14%,-2%

# Ordered by SMILES length (low to high): part of the list above.
SMILES,tuberculosis growth,H37Rv inhibition,inhibitors of VEEV,Salmonella PhoP GFP,H1N1 NS1A inhibition
COCc1cc(C)nc(Nc2ccc(C)cc2C)c1C#N,4%,-8%,i,22%,-4%
COCCn1c(SCC(=O)NC2CC2)nnc1-c1ccco1,0%,-3%,1.4%,-5%,-8%
COc1cc2c(cc1OC)C1CCN3C(=O)CCC3N1CC2 (stereo not given),x,x,6.8%,x,9%
CSc1ccccc1NC(=O)CN(C)CC(=O)NCc1ccccc1,-21%,0%,1.6%,-11%,-2%
Cc1ccc(C(=O)COC(=O)CCC(=O)NC2CCCCC2)cc1C,53%,-9%,0.7%,8%,8%
Brc1ccc(Oc2ncc(CN3CCN(c4ccccc4)CC3)s2)cc1,x,-3%,1.8%,-12%,16%
CCOCCCNCC(=O)N1CCN(S(=O)(=O)c2ccc(C)cc2)CC1,6%,0%,i,-5%,3%
CCCc1cc(=O)[nH]c(SCC(=O)N(CC)C2CCS(=O)(=O)C2)n1 (stereo not given),1%,-7%,1.4%,-7%,9%
COc1ccc(CNC(=O)C/C(C)=N/NC(=O)COc2ccc(Br)cc2)cc1,11%,0%,2.9%,9%,-9%
Cc1ccccc1NC(=O)Cc1nc(COC(=O)c2ccc(NC(N)=O)cc2)cs1,45%,-6%,10%,x,-15%
CCn1c(O)c(/C=N/N=C2CCCCC2)c2cc(C3=NNC(=O)CC3)ccc21,-10%,12%,5.3%,-4%,3%
Cc1cc(-c2ccccc2)nc(Oc2cccc(C(F)(F)F)c2)c1S(C)(=O)=O,0%,7%,i,5%,-1%
NS(=O)(=O)c1cccc(NC(=O)CNC(=O)CC23CC4CC(CC(C4)C2)C3)c1,7%,1%,0.5%,9%,-5%
COc1ccc(/C=C/C(=O)Nc2ccccc2C(=O)NCC(c2ccc(OC)cc2)N(C)C)cc1 (stereo not given),75%,11%,5.8%,11%,17%
Cc1c(N=C2SC(CC(=O)Nc3ccccc3)C(=O)N2CCN2CCOCC2)c(=O)n(-c2ccccc2)n1C (stereo not given),-9%,-5%,i,-2%,4%
C=CC[C@H](CC(=O)NCCO)C(=O)N[C@@H](C)COC(=O)[C@@H](CC=C)CC(=O)OC(C)(C)C,-13%,-2%,0.1%,x,8%

# The results go on:
SMILES,tuberculosis growth,H37Rv inhibition,inhibitors of VEEV,Salmonella PhoP GFP,H1N1 NS1A inhibition
COc1cccc(N(C(=O)c2snc(C(N)=O)c2N)C(C(=O)NCC2CCCO2)c2cccs2)c1 (stereo not given),18%,3%,5.1%,8%,4%
COc1ccc(CC(=O)Nc2cccc(C(=O)Nc3ccccc3C(=O)O)c2)cc1OC,48%,9%,0.8%,-2%,-4%
CCCn1nnnc1NC(=O)COc1ccc(Cl)c(C)c1,x,0%,0.4%,-2%,-2%
Cc1ccc(S(=O)(=O)CCC(=O)Nc2nnc(-c3ccc(F)cc3)o2)cc1,u,56%,1.3%,2%,-5%
Cc1ccc(NC(=O)CCc2nnc3ccc(NCc4ccco4)nn23)cc1F,11%,14%,4.8%,-2%,2%
CCOC(=O)c1cccc(-n2c(C)cc(C=O)c2C)c1,68%,-5%,1.2%,3%,0%

# Bioassay records (PubChem)

# Rows were taken by chance; about 1.4% have a hit in one of these screens.
